Lamin A splicing: changes lamin A minigene splicing in HeLa cells. HeLa LMNA splicing GFP/RFP minigene ratio, 48 h. Potency, µM (doses to about 46.1 µM), inactives show at the top dose ratio change, negative = inhibition, actives largely listed as inhibitors. 200,000 compounds, 0.01% hits. AID 1487; active = well fitted inhibition curve with a large enough effect in the signal ratio, with a control signal flat, not every such curve was filed as active; inconclusive = small, poorly fitted or top-dose-only effect, or effect the other way, or a change in a side signal; the % refers to the signal ratio
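S3 HeLa stable clones carrying a lamin A-EGFP splicing minigene plus DsRed2 were seeded at 600 cells/well in Opti-MEM with 2% FBS, pin-dosed and incubated 48 h at 37°C. Acumen cytometry (488 nm) gave the GFP/RFP total-intensity ratio.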
Starred values were filed as active, the others as inactive; ? = inconclusive; [ ] = remark or other dose. % is scaled to controls: 0 for no effect and ±100 for the full control effect; potency is read from the fitted curve at half-maximal effect.

SMILES	Lamin A splicing
CCOC(=O)c1ccc(NC(=O)c2c(NCc3cccc(OC)c3OC)sc3c2CCC3)cc1	?
O=S(=O)(Nc1ccc(-c2ccc(N3CCCC3)nn2)cc1)c1ccccc1Cl	-17%[46 µM]
Cc1oc2ncn(CC(C)C)c(=O)c2c1C(=O)NCCCN1CCC(C)CC1	?
Cc1cccc(Cn2c(CN3CCC(C(=O)NCCc4ccccc4)CC3)cc3ccccc32)c1	-28%[46 µM]
CCOCCn1cnc2sc(C(=O)Nc3ccccc3C(=O)OC)c(C)c2c1=O	-6%[46 µM]
CCOc1cccc2sc(N(Cc3cccnc3)C(=O)C3CCCCC3)nc12	?
CCn1c2c(c(=O)n3ncc(C(=O)Nc4cc(Cl)ccc4OC)c13)CN(Cc1ccc(OC)cc1)CC2	?
COc1ccc(S(=O)(=O)n2nc(C)c(S(=O)(=O)N3CCC(C)CC3)c2C)cc1C	6%[46 µM]
CCOC(=O)c1cc(-c2ccccc2)n(CCC(=O)Nc2cc(OCC)ccc2OCC)c1C	?
COC(=O)c1cccc(NC(=O)N(C)CCc2c(C)nn(C)c2C)c1	?
COc1ccc(NC(=O)CN(C)S(=O)(=O)c2ccc3c(c2)CCCN3C(C)=O)cc1	9%[46 µM]
CC1=C(C(=O)Nc2ccc(C)cc2C)C(c2ccc(Br)cc2)n2ncc(C(=O)Nc3cccc(C)c3)c2N1 (stereo not given)	10%[46 µM]
CC1=C(c2ccc(C)c(C)c2)S(=O)(=O)N=C1N1CCC(C(=O)NCc2ccccc2C)CC1	-15%[46 µM]
Cc1c(Cl)cccc1-n1ncc(C(=O)N2CCN(c3ncccn3)CC2)c1C1CCN(C(=O)OC(C)(C)C)CC1	4%[46 µM]
O=C(CC1N=C2c3ccccc3N=C(SCc3cccc(F)c3)N2C1=O)NC1CCCCC1 (stereo not given)	4%[46 µM]
Cc1cc(C)c2sc(N3CCN(C(=O)C4CC4)CC3)nc2c1	2%[46 µM]
COc1ccc(OC)c(CNC(=O)CN2CC(C)Sc3ccccc32)c1 (stereo not given)	3%[46 µM]
COCC(C)Nc1ncnc2c1cnn2-c1ccc(C)c(C)c1 (stereo not given)	?
COc1ccc(-c2nc3sc(CCNC(=O)Cc4ccc(Cl)cc4)c(C)n3n2)cc1	-8%[46 µM]
COc1ccccc1C(=O)Nc1cc(-c2cccc(Br)c2)nn1-c1ccccc1	-17%[46 µM]
Cc1cccc(-n2ncc(C(=O)N3CCC(C)CC3)c2C2CCN(C(=O)OC(C)(C)C)CC2)c1	?
COc1ccccc1Nc1ncnc2c1nc1n2CCCC1	?
Cc1ccc(Cn2c(CNS(=O)(=O)c3c(C)cc(C)cc3C)nc3cccnc32)cc1	10%[46 µM]
COc1ccc(CNC(=O)CCC2N=C3c4ccccc4N=C(SCC(=O)NCCc4ccc(OC)c(OC)c4)N3C2=O)cc1 (stereo not given)	7%[46 µM]
CCN1c2ccccc2-n2cccc2C12CCN(C(=O)Nc1ccccc1C(F)(F)F)CC2	-10%[46 µM]
Cc1ccc(S(=O)(=O)N(C)Cc2nc(-c3ccccc3)oc2C)cc1	5%[46 µM]
O=C(CSc1nc2c([nH]c3ccccc32)c(=O)n1-c1ccccc1)Nc1cccc(C(F)(F)F)c1	5%[46 µM]
Cc1nn(C)c2c1c(-c1ccccc1)cc(=O)n2Cc1ccccc1Cl	?
O=c1c2cc3c(nc2ncn1Cc1ccccc1F)CCCC3	?
Cc1ccc(NC(=O)CCn2cccn2)c(C)c1	17%[46 µM]
CCNc1ncnc2c1nnn2C	-6%[46 µM]
CCn1nc(C)c(CCN(C)C(=O)Nc2cc(Cl)ccc2C)c1C	?
CCOC(=O)c1ccc(N2CCN(c3cc(Cl)ccc3C)CC2)c(NC(=O)Nc2ccc(OCC)cc2)c1	?
Cc1ccc(-c2nc3scc(CCNS(=O)(=O)c4ccc(C)c(C)c4)n3n2)cc1	-19%[46 µM]
CCc1ccccc1NC(=O)CSc1nc2n[nH]c(C)c2c(=N)n1-c1cccc(C)c1	-2%[46 µM]
Cc1ccc2nc(COc3cccc(NC(=O)c4ccccc4Cl)c3)cc(=O)n2c1	?
CC(CCc1ccccc1)NC(=O)CSc1n[nH]c(-c2ccccc2)n1 (stereo not given)	3%[46 µM]
Cc1cc(=O)[nH]c2nnc(SCCC(C)C)n12	5%[46 µM]
CC(C)(C)c1ccc(C(=O)NCCc2csc3nc(-c4ccccc4F)nn23)cc1	-2%[46 µM]
O=C(CN1C(=O)CCn2nc(-c3ccccc3)cc21)NCc1ccc(F)cc1	0%[46 µM]
O=C(Nc1ccc(Cl)cc1F)c1cc(S(=O)(=O)NCc2ccc3c(c2)OCO3)ccc1F	-11%[46 µM]
CCC(=O)N1CCc2cc(CNS(=O)(=O)c3ccc(NC(=O)CC(C)C)cc3)ccc21	0%[46 µM]
CCCNC(=O)COCc1cc(-c2ccc(F)cc2)on1	12%[46 µM]
COc1cccc(CNC(=O)Cn2c(=O)ccc3cc(S(=O)(=O)N4CCC(C)CC4)ccc32)c1	-11%[46 µM]
Cc1ccc(-c2nc3sc(CCNC(=O)c4ccc(C)c(C)c4)c(C)n3n2)cc1	-2%[46 µM]
COc1ccc(CNC(=O)c2ccc(NC(=O)N3CCCCc4ccccc43)cc2)c(OC)c1	-19%[46 µM]
COC(=O)c1ccccc1NC(=O)c1ccc2nc(Cc3ccccc3)oc2c1	-4%[46 µM]
COc1ccccc1CNC(=O)CCCN1C(=O)CSc2c1c(C)nn2-c1ccccc1	3%[46 µM]
COc1ccccc1CNC(=O)c1ccc(N2CCCC2)c(NC(=O)NCc2ccccc2)c1	-5%[46 µM]
Cc1c(-c2ccc(Cl)cc2)c(=O)oc2c(CN3CCN(CCO)CC3)c(O)ccc12	-9%[46 µM]
Cc1ccc(Nc2ccc(N3CCN(C(=O)c4ccc([N+](=O)[O-])cc4)CC3)nn2)cc1	-26%[46 µM]
COc1ccc(-c2nn3c(=O)cc(CN4CCN(C(=O)c5ccc(OC)c(OC)c5)CC4)nc3s2)cc1	?
COc1ccc(CNC(=O)c2ccc3nc(CCc4ccccc4)oc3c2)cc1	-15%[46 µM]
COCCc1nn2c(=O)cc(COC(=O)COc3ccccc3C)nc2s1	9%[46 µM]
Cc1nn2c(=O)cc(COC(=O)c3cccc(NC(=O)COc4ccccc4Cl)c3)nc2s1	?
CC(Oc1ccccc1)C(=O)Nc1nc2ccc(S(N)(=O)=O)cc2s1 (stereo not given)	6%[46 µM]
COc1ccc(NC(=O)CCCN2C(=O)CCn3nc(-c4cn(C)c5ccccc45)cc32)cc1OC	-3%[46 µM]
Cc1ccc(N2C(=O)CCSC23C(=O)N(Cc2ccccc2)c2ccccc23)cc1 (stereo not given)	-3%[46 µM]
COc1ccc(-c2nc3scc(CCNS(=O)(=O)c4ccccc4F)n3n2)cc1	-10%[46 µM]
O=C(Cc1ccc(-c2ccccc2)cc1)NCCS(=O)(=O)N1CCN(c2ccc(F)cc2)CC1	?

A few values from above.
Lamin A splicing with O=S(=O)(Nc1ccc(-c2ccc(N3CCCC3)nn2)cc1)c1ccccc1Cl = -17%[46 µM]
Lamin A splicing with CCCNC(=O)COCc1cc(-c2ccc(F)cc2)on1 = 12%[46 µM]

Six structures already listed, ordered by SMILES length, ascending.
SMILES	Lamin A splicing
CC(Oc1ccccc1)C(=O)Nc1nc2ccc(S(N)(=O)=O)cc2s1 (stereo not given)	6%[46 µM]
COC(=O)c1ccccc1NC(=O)c1ccc2nc(Cc3ccccc3)oc2c1	-4%[46 µM]
Cc1ccc(N2C(=O)CCSC23C(=O)N(Cc2ccccc2)c2ccccc23)cc1 (stereo not given)	-3%[46 µM]
Cc1c(-c2ccc(Cl)cc2)c(=O)oc2c(CN3CCN(CCO)CC3)c(O)ccc12	-9%[46 µM]
COc1ccc(NC(=O)CCCN2C(=O)CCn3nc(-c4cn(C)c5ccccc45)cc32)cc1OC	-3%[46 µM]
COc1cccc(CNC(=O)Cn2c(=O)ccc3cc(S(=O)(=O)N4CCC(C)CC4)ccc32)c1	-11%[46 µM]

Remaining list, next part.
SMILES	Lamin A splicing
COc1cc2c(C(=O)N3CCN(c4cccc(C(F)(F)F)c4)CC3)cn(CC(C)C)c(=O)c2cc1OC	4%[46 µM]
CC(C)c1nc2ccc(C(=O)NCc3ccccc3Br)cc2o1	-7%[46 µM]
CCOC(=O)c1cc(-c2ccccc2)n(CC(=O)Nc2ccc(OC)cc2OC)c1C	8%[46 µM]
Cc1ccc(NC(=O)CN2C(=O)CCn3nc(-c4cccn4C)cc32)c(Cl)c1	0%[46 µM]
CCOc1ccc(NC(=O)CSc2nnc(-c3ccncc3)n2-c2ccccc2)cc1	8%[46 µM]
CCOC(=O)c1noc2ncn(Cc3cccc(C#N)c3)c(=O)c12	2%[46 µM]
Cc1cccc(N2CCN(CCNC(=O)C3COc4ccccc4C3)CC2)c1C (stereo not given)	?
Cn1ncc2c(Nc3cccc(C#N)c3)ncnc21	-5%[46 µM]
COc1ccc(N2CC(NC(=O)C3CCCC3)CC2=O)cc1 (stereo not given)	-5%[46 µM]
CCOc1ccc(CCNC(=O)c2ccc(CSCc3ccccc3C)o2)cc1OCC	-23%[46 µM]
O=C(NCCCN1CCN(c2cccc(Cl)c2)CC1)c1ccc2nc(Cc3ccccc3)oc2c1	?
Cc1ccc(NC(=O)c2oc3ccc(S(=O)(=O)N4CCCCC4)cc3c2C)c(C)c1	10%[46 µM]
CCOc1ccc(-n2ccnc2SCC(=O)Nc2cc(C)ccc2C)cc1	?
COc1ccc(Cn2ccnc2SCC(=O)Nc2ccc3c(c2)OCO3)cc1	18%[46 µM]
Cc1oc2ncnc(N3CCCCC3)c2c1C(=O)NCC1CCN(Cc2ccc(F)cc2)CC1	0%[46 µM]
Cc1nc2ccc(S(=O)(=O)N(CC(=O)Nc3cccc(C)c3C)Cc3ccccc3)cc2s1	18%[46 µM]
CCOC(=O)c1ccccc1NC(=O)N1CCCn2nc(C)cc21	-4%[46 µM]
COc1cccc(C(=O)Nc2ccccc2C(=O)OCc2cc(=O)n3nc(C4CC4)sc3n2)c1	0%[46 µM]
CCOc1ccc(CCNC(=O)c2cc(=O)[nH]c3ccc(S(=O)(=O)N4CCCCC4)cc23)cc1OCC	-21%[46 µM]
Cc1nn2c(=O)cc(COC(=O)c3ccccc3NC(=O)COc3ccccc3C)nc2s1	8%[46 µM]

The last two entries of the section above come first, to join the parts:
SMILES	Lamin A splicing
CCOc1ccc(CCNC(=O)c2cc(=O)[nH]c3ccc(S(=O)(=O)N4CCCCC4)cc23)cc1OCC	-21%[46 µM]
Cc1nn2c(=O)cc(COC(=O)c3ccccc3NC(=O)COc3ccccc3C)nc2s1	8%[46 µM]
O=C(Cn1c(=O)oc2cc(S(=O)(=O)NCc3ccccc3)ccc21)NCc1ccccc1Cl	?
Cc1cccc(C)c1Nc1sc(C(=O)c2ccccc2)c(N)c1S(=O)(=O)c1ccccc1	-2%[46 µM]
CCOc1ccc(C2C(C(=O)Nc3ccc(C)cc3C)=C(C)Nc3c(C(=O)Nc4ccc(C)cc4)cnn32)cc1OC (stereo not given)	?
Cc1c(C(=O)N2CCC(C(=O)Nc3ccc(F)c(Cl)c3)CC2)sc2nc[nH]c(=O)c12	-9%[46 µM]
CCOc1ccccc1CNC(=O)c1cc(-c2ccc(OC)cc2)nc2ccc(C(C)C)cc12	-1%[46 µM]
NC(=O)CSc1nc2cc3c(cc2c(=O)n1CCCCCC(=O)NCc1ccc2c(c1)OCO2)OCO3	-2%[46 µM]
COc1ccccc1CNC(=O)CN1C(=O)CCc2cc(S(=O)(=O)N3CCOCC3)ccc21	2%[46 µM]
Cc1nn(C)c2c1c(-c1ccccc1)cc(=O)n2Cc1c(F)cccc1Cl	?
Cc1ccc(CN2C(=O)c3ccccc3Sc3ccc(C(=O)NC4CCCC4)cc32)cc1	-1%[46 µM]
COc1ccc(N2CCN(C(=O)c3cc(S(=O)(=O)N4CCCCCC4)cn3C)CC2)cc1	-2%[46 µM]
CC1CCc2nc3ncn(CC(=O)Nc4cccc(C#N)c4)c(=O)c3cc2C1 (stereo not given)	?
CCCc1cnc2c(c1SCC(=O)N(C)c1ccccc1)c(=O)n(C)c(=O)n2C	1%[46 µM]
COc1ccc(S(=O)(=O)c2c(Nc3ccc(C)cc3)sc(C(=O)c3ccc4c(c3)OCO4)c2N)cc1	-23%[46 µM]
COc1cc(OC)c(NC(=O)N2CCCn3nc(C)cc32)cc1Cl	3%[46 µM]
O=C(NCCc1ccccc1)C(=O)NCC(c1cccs1)S(=O)(=O)c1cccs1 (stereo not given)	?
Cc1ccc(Cl)cc1N1CCN(S(=O)(=O)c2ccc3[nH]c4c(c3c2)CCCCC4)CC1	-10%[46 µM]
COc1ccc(C2c3[nH]c4ccccc4c3CCN2C(=O)CCC2CCCC2)cc1 (stereo not given)	?
COc1ccccc1N1CCN(c2ncc3c(n2)CCN(Cc2ccc(C)s2)C3)CC1	?
Cc1ccc2c(=O)c(C(=O)c3ccc(F)cc3)cn(CC(=O)Nc3ccc4c(c3)OCCO4)c2n1	10%[46 µM]
CN(C)c1ccc(C(CNC(=O)c2ccccc2)N2CCc3ccccc32)cc1 (stereo not given)	?

Assay outcomes deposited in PubChem by National Center for Advancing Translational Sciences (NCATS).

Not all compounds are listed; count on the stated rates, not on these rows.
